Bioassay records: PubChem BioAssay, The Scripps Research Institute Molecular Screening Center
M1 ag – human M1 muscarinic receptor agonism; P11229; CHO-K1 hM1, Fluo-8 calcium fluorescence, agonist mode; 0% DMSO, 100% acetylcholine EC100; activation, % at 3 µM; 360,000 compounds, 0.33% hits;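 active means activation above the run's mean compound activation plus 3 SD, cut at about 16% in these data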;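 further: peak over basal fluorescence ratio within a 140 s kinetic read after compound addition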
Target sequence (P11229 whole entry, looked up): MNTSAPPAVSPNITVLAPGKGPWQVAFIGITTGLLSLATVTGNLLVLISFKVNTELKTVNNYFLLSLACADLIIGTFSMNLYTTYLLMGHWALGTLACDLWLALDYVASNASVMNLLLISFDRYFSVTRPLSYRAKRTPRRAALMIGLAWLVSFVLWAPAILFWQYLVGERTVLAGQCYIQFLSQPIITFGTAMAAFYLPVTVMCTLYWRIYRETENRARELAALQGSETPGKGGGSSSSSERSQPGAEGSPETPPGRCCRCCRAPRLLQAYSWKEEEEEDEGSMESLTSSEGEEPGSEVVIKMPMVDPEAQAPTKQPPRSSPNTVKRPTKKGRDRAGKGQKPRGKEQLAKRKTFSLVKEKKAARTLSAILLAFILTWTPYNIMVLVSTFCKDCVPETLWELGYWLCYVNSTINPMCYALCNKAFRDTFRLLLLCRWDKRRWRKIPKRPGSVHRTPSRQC
CHRM1 PAM – human CHRM1 positive allosteric modulation; 360,000 compounds, 0.088% hits; P11229; activation, % at 3 µM; CHO-K1 hM1, Fluo-8 calcium fluorescence, ACh EC20; 0% = ACh EC20, 100% = maximal ACh; in the data active means activation above about 19%, passing the limit was not always enough
OXTR agonist – human OXTR agonism | 320,000 compounds, 0.32% hits | AID 2435 | CHO-OTR cells, Fluo-8 calcium fluorescence; normalized: DMSO 0%, oxytocin 100% | activation, % at 3 µM;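 active means activation above the mean of all tested compounds plus 3 SD, cutoff set per screening run, cut at about 20% in these data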;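 further: peak over basal fluorescence ratio from a 100 s FLIPR kinetic read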
TAAR1 antag – human TAAR1 antagonism. inhibition, % at 3 µM. AID 624466. CHO RD-HGA16 TAAR1, Fluo-8 calcium fluorescence, antagonist. 360,000 compounds, 1.5% hits. Q96RJ0;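 active means inhibition above a per-plate cutoff, the mean inhibition of test compounds on that plate plus 3 SD, cut at about 49% in these data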;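 further: 0% = DMSO plus EC80 beta-PEA response and 100% = DMSO alone without agonist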
Target sequence (Q96RJ0 whole entry, looked up): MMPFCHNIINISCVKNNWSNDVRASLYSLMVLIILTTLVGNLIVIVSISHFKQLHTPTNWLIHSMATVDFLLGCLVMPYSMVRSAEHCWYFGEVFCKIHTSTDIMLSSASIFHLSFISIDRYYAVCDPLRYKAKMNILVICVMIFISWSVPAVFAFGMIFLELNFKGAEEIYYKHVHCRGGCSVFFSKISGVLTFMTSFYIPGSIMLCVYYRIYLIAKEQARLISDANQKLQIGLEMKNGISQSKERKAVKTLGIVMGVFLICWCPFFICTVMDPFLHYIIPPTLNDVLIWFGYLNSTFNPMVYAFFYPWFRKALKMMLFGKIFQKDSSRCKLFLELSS
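Material: RD-HGA16 CHO cells with stable hTAAR1 and Gα16; Dosing: single nominal final test compound concentration of 3 µM; Schedule: seeding 17-24 h prior, 75-min 37 °C, 30-min RT dye loading; Detection: kinetic Fluo-8 calcium fluorescence measurement; Measure: % inhibition from peak post-agonist over basal fluorescence ratio; Benchmarks: vehicle and agonist controls.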
V1R ag counter – V1a receptor agonism, counter-screen for OXTR agonists; P37288; activation, % at 3 µM; CHO-V1R cells, Fluo-8 calcium fluorescence, agonist mode; 0% DMSO, 100% 3 nM vasopressin; 320,000 compounds, 0.25% hits;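 active means activation above the mean activation of all tested compounds plus 3 SD, per screening run, cut at about 20% in these data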;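 further: signal is peak over basal fluorescence ratio across a 100 second FLIPR read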
TAAR1 agonist – agonists of human TAAR1; Q96RJ0; CHO RD-HGA16 TAAR1, Fluo-8 calcium fluorescence; vehicle wells 0%, saturating PEA agonist 100%; activation, % at 3 µM; 360,000 compounds, 0.99% hits; AID 624467;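 active means activation above the mean activation of all test compounds in the run plus 3 SD, cut at about 38% in these data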
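Test system: RD-HGA16 (CHO) cells co-expressing Gα16 and hTAAR1 | Doses: Single dose, 3 µM | Schedule: 17-24 h seeding, 75 min 37 °C dye, 30 min RT | Evaluation: % activation from peak over basal fluorescence ratio, DMSO-to-PEA scaled | Technique: Kinetic Fluo-8 calcium fluorescence | Benchmarks: Low control DMSO, high control PEA (EC100)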
OXTR potentiator – potentiates the human oxytocin receptor response | P30559 | CHO-OTR cells, Fluo-8 calcium fluorescence, potentiator mode; 0% = oxytocin EC15, 100% = EC100 | activation, % at 3 µM | 320,000 compounds, 0.061% hits;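 active means activation above that plate's cutoff, the mean activation of tested compounds plus 3 SD, cut at about 6.6% in these data, passing the limit was not always enough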;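 further: 100% uses oxytocin at 75 nM as the full agonist control; some results filed as inactive read as strong as hits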
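System: human OTR in CHO cells / Also added: sub-maximal oxytocin, roughly EC15 / Control set: EC15 oxytocin low, 75 nM oxytocin high / Schedule: 6 min compound pre-incubation at room temperature, 100 s kinetic read / Compound: single-point 3.0 µM / Replication: singlicate / Technique: Fluo-8 calcium dye fluorescence / Read-out basis: % activation of max/min ratio relative to oxytocin controls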
CHO parental Ca – counter-screen: ATP calcium response change in parental CHO cells; parental CHO-K1, ATP-induced calcium, Fluo-8 fluorescence; inhibition, % at 5.6 µM; AID 463079; 330,000 compounds, 0.63% hits;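 active means inhibition above that plate's mean sample inhibition plus 3 SD, cut at about 26% in these data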;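 further: 0% = ATP-challenged DMSO wells and 100% = DMSO wells without ATP; some compounds past the cut are filed as inactive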
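Test system: untransfected parental CHO cell line. Compound: one dose, 5.6 µM nominal. Detection: intracellular calcium via Fluo-8 no-wash fluorescent dye. Measure: % inhibition. Benchmarks: ATP-challenged DMSO wells low, unchallenged DMSO wells high.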
M1 antag – human CHRM1 antagonism; CHO-K1 hM1, Fluo-8 calcium fluorescence, ACh EC80 antagonist; 360,000 compounds, 1.3% hits; inhibition, % at 3 µM; AID 588852;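 active means percent inhibition above its own plate's cutoff, namely the mean of that plate's compound wells plus 3 SD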;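 further: peak over basal fluorescence ratio during 140 s after agonist addition; 0% = ACh EC80 plus DMSO and 100% = DMSO alone without agonist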
* = called active by the depositor; / = no result given; & = joins results of further samples.

The line under a structure holds: M1 ag, CHRM1 PAM, OXTR agonist, TAAR1 antag, V1R ag counter, TAAR1 agonist, OXTR potentiator, CHO parental Ca, M1 antag
- CCOc1ccc(NC2=CC(=O)CC(c3ccco3)C2)cc1 (configuration not stated)
  -11, 10, -0.8, 4, 0.5, 3, -8, -7, -7
- CCC(CC)NC(=O)c1ccccc1Oc1ccccc1
  -5, 5, -3.0, 4, -2.1, 7, -1, -21, -3
- Nc1nc(SCC(=O)c2cc(F)ccc2F)n[nH]1
  -2, -3, -0.1, 17, -0.6, -1, -3, -7, 11
- Cc1ccc(CN2CCSc3ccc(C(=O)NCc4ccccn4)cc32)cc1
  -9, 3, -2.3, 9, -1.3, 3, -13, -20, 1
- CNc1oc(-c2cccs2)nc1S(=O)(=O)c1ccccc1
  -3, 3, -2.1, -7, -1.0, 2, -8, 10, 8
- c1ccc(-c2nn3c(Cn4cnc5ccccc54)nnc3s2)cc1
  -6, 8, 3.0, -12, 1.7, 3, -6, -18, -15
- COc1ccc(-n2cnc3cc(NCc4cccs4)ccc32)cc1
  0, 15, 2.1, 13, 2.6, 6, -20, -25, -37
- NC1=NC(c2ccc(Br)cc2)n2c(nc3ccccc32)N1 (configuration not stated)
  -8&-9, 1&-1, 0.3, -10&-9, 0.1, -1&10, 2, -8, -10&-1
- CC(CCc1ccco1)NC(=O)Nc1cccc(F)c1 (configuration not stated)
  -5, -9, 1.7, 9, 2.8, 10, -7, -9, 4
- C#CC(=O)CCC1CCCN1C(=O)OC(C)(C)C (configuration not stated)
  -5, -1, -0.3, 13, -0.1, 4, -1, -19, 0
- CCOC(=O)C1CCN(C(=O)c2cccs2)CC1
  -5, 5, -0.3, 2, 1.0, 7, -4, -7, -1
- O=C(Nc1ccc(NC(=O)c2ccccn2)cc1)C(=O)Nc1ccc2c(c1)OCCO2
  -3, -3, 1.3, -6, -0.1, 0, 5, -19, 7
- COc1ccccc1/C=C/C(=O)OCC(=O)Nc1ccc(Cl)cn1
  -5, 1, -1.4, -24, -0.3, 1, -1, -30, -11
- O=C(CCl)N1c2ccccc2SCC1c1ccccc1 (configuration not stated)
  -9, 21, 0.5, -8, 0.7, 6, -1, -12, -10
- COc1ccc(N(C(=O)c2ccco2)S(=O)(=O)c2cc(Cl)c(Cl)cc2Cl)cc1
  -1, 6, -1.1, 11, 0.9, 4, -9, -20, -13

The list continues.
The line under a structure holds: M1 ag, CHRM1 PAM, OXTR agonist, TAAR1 antag, V1R ag counter, TAAR1 agonist, OXTR potentiator, CHO parental Ca, M1 antag
- O=C(Nc1ccccc1)c1ccc(F)cc1F
  -4, -7, -0.5, -5, 0.3, 3, -4, -7, 18
- Cc1ccc(NC(=O)C(=O)NCCN2CCN(Cc3ccc([N+](=O)[O-])cc3)CC2)cc1
  1, 4, 1.9, 4, 3.0, 2, -1, -5, -8
- CCn1nc(NS(=O)(=O)c2ccc(NC(C)=O)cc2)c2cc3cccc(C)c3nc21
  -3, 3, 1.4, 6, 0.8, 1, -5, -4, -1
- COCCCN1CN(Cc2ccco2)CNC1=S
  -3, 13, -0.5, -5, 0.2, 0, -4, -15, -12
- CN1C(=O)c2ccc(NC(=O)c3cccc4ccccc34)cc2C1=O
  1, 26, 0.0, 6, 1.9, 9, -15, -2, -13
- COc1ccc(S(=O)(=O)Oc2ccccc2C(=S)N2CCOCC2)cc1
  1, 15, -1.1, -1, 1.2, 1, -3, -3, -6
- CCC(=O)Nc1ccc(C(=O)CSc2nc3ccccc3cc2CC)cc1
  3, 17, 0.5, -3, 0.3, 7, -3, -19, -37
- CCCOc1ccc(N2C(=O)C3C4C=CC(CC4)C3C2=O)cc1 (configuration not stated)
  -1, 12, -2.1, -20, -1.6, 2, 5, -23, -7
- Cc1nc(C)c(-c2ccc(SCc3cccc(F)c3)nn2)s1
  -1, 4, -0.7, -20, 0.2, -3, -22, 3, -3
- Nc1ncnc2c1ncn2[C@@H]1O[C@H](CNCc2cccn2-c2nccs2)[C@@H](O)[C@H]1O
  -5, 5, -0.1, /, 1.5, /, 2, -6, -5
- O=C(Nc1cccc(-c2csc(-c3ccccc3)n2)c1)c1cccs1
  -6, -3, 0.9, 13, 3.5, 0, -8, -6, -7
- Cc1nc2ccc(S(=O)(=O)NCC(=O)Nc3ccc(F)cc3)cc2s1
  -1, 0, 0.4, -13, 2.6, 1, -5, -15, 2
- COC1=C(Nc2ccc(OC)cc2)C(=O)C(OC)=C(Nc2ccc(OC)cc2)C1=O
  0, 8, /, -8, /, 3, /, /, -12
- Cc1ccsc1C(=O)OCC(=O)c1cc(C)n(C)c1C
  -4, -1, -0.3, 5, -0.2, 7, -9, -9, 3
- COc1ccc(NC(=O)CSc2nc(O)cc(=O)n2C)cc1
  -5, 0, -0.6, 9, 0.1, -3, -8, -13, 1

Following part:
The line under a structure holds: M1 ag, CHRM1 PAM, OXTR agonist, TAAR1 antag, V1R ag counter, TAAR1 agonist, OXTR potentiator, CHO parental Ca, M1 antag
- COc1ccccc1-c1cc(SC)c(C#N)c(=O)o1
  -10, 3, 0.4, -11, 0.8, 1, -8, 5, 5
- O=C(CN1C(=O)NC2(CCCCC2)C1=O)NCc1ccc2c(c1)OCO2
  -5, 5, 0.7, -12, 0.2, 6, 2, 6, -1
- Cc1noc(C)c1CSc1cc(C)c2ccccc2n1
  -4, -9, -0.5, 13, -0.7, 10, 0, -31, -1
- COc1ccc(CNC(C)CCc2ccccc2)cc1 (configuration not stated)
  -10, 2, 2.5, -6, 4.6, 1, -6, -7, -18
- CCOc1c2ccc(C(=O)NCc3ccccc3OC)cc2nn1CC
  -3, 8, -0.9, 21, 1.2, 8, -13, -7, -7
- O=C1C(=O)N(Cc2cccnc2)C(c2ccccn2)/C1=C(/O)c1ccc(F)cc1 (configuration not stated)
  -1, -6, 1.1, 6, 0.1, 1, -5, -2, 11
- COc1ccc(CN2C[C@H]3CCCN3c3cc(Br)ccc3S2(=O)=O)cc1
  -7, -4, /, /, /, /, /, -16, 7
- COC(=O)[C@H](Cc1c[nH]c2ccccc12)NC(=O)NCc1ccc(OC)cc1
  -4, 0, 1.9, -5, 5.1, 11, 2, -12, 2
- Cc1sc2nc(CN3CCCC3)nc(NCc3ccncc3)c2c1C
  -4, -7, -0.5, -15, -0.3, 0, 4, -8, 18
- O=S(=O)(Nc1ccc2c(c1)OCCO2)c1ccc(Br)s1
  3, -5, 5.9, -2, 6.0, 14, -8, -6, -12
- Cc1ccccc1CSc1n[nH]c(NS(=O)(=O)c2ccccc2)n1
  2, 5, 3.9, 8, 7.5, 29, -21, -13, -1
- CCOC(=O)C1CCN(C(=O)c2ccc(OCC(=O)N3CCOCC3)c(OC)c2)CC1
  -1, -1, 0.6, 9, 0.1, 3, -4, 2, 5
- CCOc1ccc(NC(=O)CSc2nnc(Cn3cnc([N+](=O)[O-])n3)n2CC)cc1
  -7, 12, -0.6, -11, 0.2, 1, -3, 4, -13
- O=C(C1CCCN(Cc2ccc3c(c2)OCO3)C1)N1CCCC1 (configuration not stated)
  -6, -8, 0.1, -1, 0.9, 9, -3, 16, -14
- COc1ccc(CNC(=O)[C@@H]2CCCN2C(=O)[C@@H]2Cc3ccccc3CN2C(=O)OC(C)(C)C)cc1
  -3, 10, -1.6, 0, 0.1, -2, -3, -32, -9

Further compounds follow:
The line under a structure holds: M1 ag, CHRM1 PAM, OXTR agonist, TAAR1 antag, V1R ag counter, TAAR1 agonist, OXTR potentiator, CHO parental Ca, M1 antag
- CC1(c2ccc3ccccc3c2)NC(=O)N(CC(=O)Nc2ncccc2O)C1=O (configuration not stated)
  -1, 9, 2.1, 10, 1.1, 15, -1, -9, 1
- Cc1cccc(NC(=O)c2ccc3nccnc3c2)n1
  -1, 7, 0.4, -6, 2.2, 2, 0, -7, -8
- COc1ccc(C(=O)NC(=S)Nc2ccc(S(N)(=O)=O)cc2)cc1
  -9, 14, 0.5, 11, 1.1, 0, -6, -1, -8
- CCCCN(CC)S(=O)(=O)c1ccc2c(c1)CCCN2C(C)=O
  -3, -1, 2.5, 8, 4.0, 15, -9, 1, 6
- COc1cc(/C=C/C(=O)OCC(=O)N(C)C2CCS(=O)(=O)C2)ccc1OC(F)F (configuration not stated)
  -2, -1, 0.2, -7, 3.8, 0, 0, -2, 4
- O=C(O)c1ccc(N/N=C2/CCCc3ccccc32)cc1
  0, 15, 16, -7, 9.7, 15, -32, 0, -2
- C/C(=C\c1ccccc1)C1NC(=O)c2c(sc3c2CCCC3)N1 (configuration not stated)
  -2, -6, 0.6, -22, 0.8, 3, 3, -10, 8
